# Screening data as filed in PubChem.
# Tau ThT inhib – qHTS for Inhibitors of Tau Fibril Formation, Thioflavin T Binding. 2.1% of 270,000 active. recombinant tau K18 P301L, heparin-induced fibrillization, ThT fluorescence. Potency, µM (top dose mostly 57.4 µM), inactives show top-dose activity, negative = inhibition, usual class: inhibitors; note: % is set by controls: 0 for no effect and ±100 for the full control effect; nearly all actives have a fitted effect of over 55% in size
# Target sequence (P10636 561-689 P618L limits assumed): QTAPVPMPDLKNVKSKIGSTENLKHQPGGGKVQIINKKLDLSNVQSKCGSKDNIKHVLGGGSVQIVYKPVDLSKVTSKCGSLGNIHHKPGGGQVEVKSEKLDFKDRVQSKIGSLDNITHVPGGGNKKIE
#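 K18 P301L tau (15 uM + 0.24 uM Alexa 594-tagged), heparin 20 uM, NaOAc pH 7, 6 h 37 C; ThT 30 uM, 1 h RT, ex 450/em 510 nm.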
# SMN2 splice enh – qHTS Assay for Enhancers of SMN2 Splice Variant Expression | AID 1458, 2008 | 2.8% of 210,000 active | Potency, µM (series often up to 46.1 µM), inactives show at the highest dose activity change, positive = activation, actives largely listed as activators | HEK293 SMN2-luciferase splicing reporter, luminescence, 30-36 h; note: % of control where 0% means no effect; nearly all actives have a fitted effect of over 55% in size
#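 HEK293 cells carry an SMN2 minigene-luciferase reporter in which exon 7 inclusion puts luciferase in frame. Cells were seeded at 2000 cells/well, attached for 10-12 hours, then exposed to compounds for 30-36 hours at 37C before ONE-Glo luminescence.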
# Tau fibril FP – qHTS for Inhibitors of Tau Fibril Formation, Fluorescence Polarization; K18 P301L tau heparin fibrillization, Alexa594 FP, 6 h; 0.39% of 280,000 active; Potency, µM (titrated, usually from 57.7 µM), without a hit: at the highest dose activity, negative = inhibition, hits mostly inhibitors; Microtubule-associated protein tau (Homo sapiens), P10636; note: % is set by controls: 0 for no effect and ±100 for the full control effect; nearly all actives have a fitted effect of over 55% in size
#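 Human K18 P301L fragment (15 uM unlabeled plus 0.24 uM Alexa 594-labeled) in 100 mM sodium acetate pH 7 with compound, aggregation induced by 20 uM heparin for 6 hr at 37 C. ThT (30 uM) added for 1 hr, then Alexa 594 FP read.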
# ALDH1A1 inh – qHTS Assay for Inhibitors of Aldehyde Dehydrogenase 1 (ALDH1A1). Purified ALDH1A1, NADH fluorescence, propionaldehyde substrate. AID 1030, 2008. 7.3% of 220,000 active. Potency, µM (series often up to 75.3 µM), for the others: at the highest dose activity, negative = inhibition, usual class: inhibitors. Aldehyde dehydrogenase 1A1 (Homo sapiens), P00352; active = well fitted inhibition curve with a large enough effect, not every such curve was filed as active; inconclusive = small, poorly fitted or top-dose-only effect, or another doubt; inactive = no such curve, though single readings can be large or run the other way;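 note: plate controls were no enzyme wells and a reference inhibitor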
# Target sequence (P00352 whole entry, looked up): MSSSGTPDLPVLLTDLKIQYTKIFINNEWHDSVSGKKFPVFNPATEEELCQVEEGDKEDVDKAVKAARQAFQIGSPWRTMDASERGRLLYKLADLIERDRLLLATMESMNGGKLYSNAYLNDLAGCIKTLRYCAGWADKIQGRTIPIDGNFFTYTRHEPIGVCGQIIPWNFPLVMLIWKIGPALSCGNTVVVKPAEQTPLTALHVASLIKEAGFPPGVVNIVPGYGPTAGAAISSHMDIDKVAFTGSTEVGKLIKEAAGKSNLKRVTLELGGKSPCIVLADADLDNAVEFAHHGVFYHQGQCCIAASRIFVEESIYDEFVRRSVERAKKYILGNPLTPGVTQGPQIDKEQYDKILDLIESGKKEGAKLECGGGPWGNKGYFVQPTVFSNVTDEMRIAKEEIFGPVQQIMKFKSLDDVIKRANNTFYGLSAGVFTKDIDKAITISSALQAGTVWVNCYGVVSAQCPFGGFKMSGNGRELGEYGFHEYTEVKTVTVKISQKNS
# HttQ103 aggreg – qHTS Multiplex Assay to Identify Dual Action Probes in a Cell Model of Huntington: Aggregate Formation (GFP) | PC12 HttQ103-GFP aggregates, Acumen cytometry, 40 h | 1.1% of 220,000 active | AID 1688, 2009 | Potency, µM (series often up to 46.1 µM), for inactives: at the highest dose activity change, negative = inhibition, usual class: inhibitors; note: % is set by controls: 0 for no effect and ±100 for the full control effect; nearly all actives have a fitted effect of over 60% in size
#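 PC12/HTTQ103-GFP, ecdysone-inducible; teb 100 nM; cpd qHTS titration; GFP aggregates read on laser cytometer, Ex 488/Em 500-530 nm.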
# HTT ATP protect – qHTS Multiplex Assay to Identify Dual Action Probes in a Cell Model of Huntington: Cytoprotection (ATP); AID 1471, 2008; 0.14% of 230,000 active; PC12 HTT-Q103 induced, cytoprotection, ATP luminescence, 40 h; Potency, µM (titrated, usually from 56.4 µM), for the others: cytoprotection (ATP increase), usual class: activators;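 note: % of control where 0% means no effect; nearly all actives have a fitted effect of over 45% in size; toxic huntingtin expression switched on by the ecdysone agonist tebufenozide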
#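 Compounds added alongside 100 nM tebufenozide, which induces toxic Q103 huntingtin exon 1-GFP in stable PC12 cells; surviving cells quantified by luminescent ATP measurement. Medium: phenol red-free DMEM, 5% equine and 5% calf serum.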
# JMJD2E inh – qHTS Assay for Inhibitors of Human Jumonji Domain Containing 2E (JMJD2E). Lysine-specific demethylase 4E (Homo sapiens), B2RXH2. JMJD2E catalytic domain, FDH-coupled NADH fluorescence (FDH is formaldehyde dehydrogenase). Potency, µM (highest dose often 57.1 µM), for the others: top-dose activity change, negative = inhibition, most hits filed as inhibitors. 1.6% of 230,000 active; active = well fitted inhibition curve with a large enough effect, not every such curve was filed as active; inconclusive = small, poorly fitted or top-dose-only effect, or another doubt; inactive = no such curve, though single readings can be large or run the other way;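 note: 0% = wells with enzyme and -100% = buffer wells without enzyme; nearly all actives have a fitted effect of over 50% in size; many of its hits are not listed in these tables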
# Target sequence (B2RXH2 1-337 limits assumed): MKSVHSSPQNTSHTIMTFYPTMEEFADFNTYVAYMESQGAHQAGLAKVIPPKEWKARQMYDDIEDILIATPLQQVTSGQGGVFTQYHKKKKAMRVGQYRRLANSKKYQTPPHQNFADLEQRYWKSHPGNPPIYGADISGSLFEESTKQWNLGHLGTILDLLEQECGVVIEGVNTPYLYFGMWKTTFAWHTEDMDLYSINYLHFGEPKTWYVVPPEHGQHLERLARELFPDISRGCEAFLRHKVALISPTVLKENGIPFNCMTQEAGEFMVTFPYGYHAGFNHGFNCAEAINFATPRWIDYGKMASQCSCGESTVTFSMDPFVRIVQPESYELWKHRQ
# Tau fluor counter – Counterscreen qHTS for Inhibitors of Tau Fibril Formation, Fluorescence Polarization. 0.93% of 280,000 active. tau K18 P301L (four-repeat tau fragment) Alexa594 fluorescence, heparin fibrillization. Potency, µM (highest dose often 57.7 µM), for the others: top-dose activity change, negative = decrease; note: % is set by controls: 0 for no effect and ±100 for the full control effect; nearly all actives have a fitted effect of over 55% in size
#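 Human K18 P301L tau (15 uM unlabeled plus 0.24 uM Alexa 594-labeled, final) in 100 mM sodium acetate pH 7 was mixed with compound and 20 uM heparin and incubated 6 hr at 37 C.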
# Numbers without * were called inactive; ? = inconclusive; . = not tested or not shown; [ ] = another dose, or the depositor's remark. Unless noted, calls come from the whole dose curve; as a rule, active = well fitted curve in the direction sought with a large enough effect; inconclusive = small, poorly fitted or top-dose-only effect, or another doubt; inactive = no such curve, though single readings can be large; an effect the other way counts as inactive or inconclusive. Potency is the fitted concentration of half-maximal effect. Only part of the results is shown, so the mix of outcomes need not match the whole.
SMILES,Tau ThT inhib,SMN2 splice enh,Tau fibril FP,ALDH1A1 inh,HttQ103 aggreg,HTT ATP protect,JMJD2E inh,Tau fluor counter
O=C(NC(NC(=S)Nc1c(Cl)cccc1Cl)C(Cl)(Cl)Cl)OCc1ccccc1 (stereo unspecified),-1%,-63%[inhibitor],?,10µM*,22µM*,-4%[10 µM],5%,?
CC(C)(C)OC(=O)N1CCC[C@H]1c1nnc(SCC(=O)Nc2cccc(Cl)c2)o1,-3%,.,-10%,.,2%[9.22 µM],-3%[10 µM],4%,-16%
COc1cc(C(CCN2CCOCC2)c2c(OC)cc(OC)c3c(-c4ccccc4)cc(=O)oc23)cc(OC)c1OC (stereo unspecified),?,.,-4%,-5%[50.4 µM],.,-317%[inhibitor][40.3 µM],.,-19%
O=C(Nc1ccc(C(=O)N2CCCC2)cc1)Nc1ccc(Cl)cc1Cl,-8%,.,?,9%,11%,?,-3%,-15%
COc1ccc([C@@H]2C[C@@H](c3ccccc3)Oc3cc(C)cc(C)c32)cc1,?,.,-5%,.,-5%[9.22 µM],16%[10 µM],6%,15%
CCCCn1c(N)c(N(CCOC)C(=O)COc2ccc(Cl)cc2)c(=O)[nH]c1=O,2%,20%,-2%,12%,6%[9.22 µM],10%[10 µM],2%,-3%
CCOC(=O)c1cccc(NC(=O)C2CCCN(S(=O)(=O)c3ccc4c(c3)oc(=O)n4C)C2)c1 (stereo unspecified),3%,-9%,-13%,.,.,.,.,-23%
CCOC(=O)CNC(=O)c1ccc(SCC)cc1,-4%,.,4%,-9%,-12%[9.22 µM],-10%[10 µM],1%,-5%
O=C(NCc1cccs1)c1ccccc1[N+](=O)[O-],9%,-19%,2%,8%,?,-41%[10 µM],3%,18%
CN1/C(=C\C(=O)Nc2ccc(F)cc2)C(C)(C)c2ccccc21,?,.,10%,-2%,6.3µM*,-25%[10 µM],?,10µM*[quencher]
COc1ccccc1OCCCC(=O)NC(C)c1ccccc1 (stereo unspecified),-10%,.,1%,2%,3%[9.22 µM],6%[10 µM],8%,-2%
CCC(C(=O)O/N=C(\N)c1ccc(Cl)cc1)c1ccccc1 (stereo unspecified),-16%,-2%,-14%,-2%,5%[9.22 µM],7%,-1%,-22%
CCOc1ccc(C2=NNC(c3cccnc3)=Nc3ccc(OC)cc32)cc1,1%,.,-7%,24%,16%[9.22 µM],-12%[10 µM],-8%,-3%
Cn1nc(C(F)(F)F)c(-c2ccccc2)c1NC(=O)CCC(=O)O,3%,.,13%,5%,7%[9.22 µM],-11%[10 µM],5%,12%
Cn1c(=O)n(CCCOc2ccc(Br)cc2)c2ccccc21,-12%,-24%,10%,5%,5%,-11%,-4%,-3%
CCCN1Cc2cccc(C(=O)NCc3ccc4c(c3)OCO4)c2C1=O,-3%,4%,17%,14µM*,-13%,25%,-8%,1%
COc1ccc(NS(=O)(=O)c2ccc(N3CCCC3=O)cc2)cn1,-4%,-30%[inhibitor],10%,7%,?,-53%[inhibitor],-3%,1%
Cc1ccc(-c2csc3nc[nH]c(=O)c23)cc1,0%,-4%,-15%,3%,2%,-41%[inhibitor],0%,-5%
CCOC(=O)c1[nH]c(C)c(C(=O)NCc2cccnc2)c1C,-12%,3%,-3%,10%,-9%,-1%,5%,-11%
CN(C)CCN1C(=O)C(O)=C(C(=O)c2ccco2)C1c1ccccc1F (stereo unspecified),-8%,-3%,3%,-8%,1%,13%,-1%,-1%
O=C(c1ccc([N+](=O)[O-])cc1)n1nc(-c2ccccc2)nc1NCc1ccccc1,-1%,11%,-3%,?,?,6%,7%,0%
CCn1c(=O)n(-c2cccc(Cl)c2)c(=O)c2sc3ccccc3c21,?,10%,-2%,.,.,.,.,0%
COc1ccc(-c2nnn(CC(=O)N(c3cccc(O)c3)C(C)C(=O)NC3CCCC3)n2)cc1OC (stereo unspecified),3%,.,-3%,?,21%[9.22 µM],42%[10 µM],-5%,-12%
Cc1ccc(S(=O)(=O)N2CCN(C(=O)CSc3nncs3)CC2)cc1,9%,.,-3%,.,9%[9.22 µM],14%[10 µM],-4%,5%
CCc1nnc(NC(=O)C2CCCN2C(=O)NC2CCCCC2)s1 (stereo unspecified),2%,17%,0%,1%,-8%,-13%,11%,2%
COC(=O)[C@@H](NC(=O)Nc1ccc(S(N)(=O)=O)cc1)C(C)C,-10%,-43%[inhibitor],3%,-1%,6%,.,-6%,-9%
COC(=O)c1ccc(NC(=O)Nc2ccc(OC)c(OC)c2)cc1,?,5%,16%,3%,6%,.,5%,?
CC(NC(=O)C(=S)N1CCN(C)CC1)c1ccccc1 (stereo unspecified),16%,-16%,5%,10%,17%[9.22 µM],-15%,-5%,12%
COCCNCc1nc2sc(C)c(-c3ccccc3)c2c(=O)[nH]1,-12%,.,-1%,.,5%[9.22 µM],0%[10 µM],0%,-7%
CCN1CCN(C(=O)c2cc3c(=O)oc4ccc(C)cc4c3s2)CC1,1%,.,2%,-14%,-7%[9.22 µM],-7%[10 µM],-21%,-2%
CN(CC(=O)Nc1ccc(OC(F)(F)F)cc1)C1CCCCC1,1%,3%,10%,-15%,1%,-26%,-25%,2%
CN(C)S(=O)(=O)c1ccc(NC(=O)C2COc3ccccc3O2)cc1 (stereo unspecified),6%,-30%,6%,1%,-12%,-12%,1%,7%
O=C1c2ccsc2SCCN1Cc1ccccc1,1%,.,-2%,-6%,-8%[9.22 µM],10%[10 µM],9%,7%
O=C(O)c1ccc(N/N=C/c2ccc3c(c2)OCO3)cc1,?,.,-1%,-6%,5%[9.22 µM],-11%[10 µM],3%,?
COc1cc(C2CC(=O)N3CN(c4ccccc4C)CSC3=C2C#N)cc(OC)c1OC (stereo unspecified),22µM*,7%,?,2.8µM*,13%,-7%,11µM*,-13%
COc1ccc(S(=O)(=O)CCc2nnc(NC(C)=O)s2)cc1,9%,8%,7%,22%,?,.,0%,12%
Cc1ccc2nc3sc(C(=O)N4CCCc5ccccc54)c(N)c3cc2c1,?,-49%[inhibitor],?,-4%,1%,-24%[10 µM],0%,?
COc1ccc(/C=N/N=C/c2ccc(OC)c(OC)c2)cc1OC,-13%,2%,-7%,0%,-9%,21%,2%,4%
CC(=O)c1ccc(Sc2ccc(C(C)=O)cc2)cc1,1%,19%,2%,0%,30%,-16%[10 µM],-1%,-2%
COCCC(=O)N1CCCC(C(=O)c2ccc3c4c(cccc24)CC3)C1 (stereo unspecified),11%,.,5%,?,4%[9.22 µM],-6%[10 µM],0%,7%
CCOC(=O)c1cc(-c2ccc(C)cc2)n(CCC(=O)NCCCOC)c1C,-3%,17%,?,4%,-1%,10%,-3%,-3%
CCOC(CCc1c(C)nc(NC(C)=O)[nH]c1=O)OCC,.,.,-6%,.,-29%[9.22 µM],-27%[10 µM],-1%,10%
CC1CC(C)CN(C(=O)c2cc3c(s2)CCC3)C1 (stereo unspecified),-10%,-14%,0%,?,2%[9.22 µM],-11%,-1%,-9%
Nc1nc(SCC(=O)Nc2cc(C(F)(F)F)ccc2N2CCOCC2)n[nH]1,1%,-5%,6%,22µM*,0%,-15%,9%,2%
CSCC[C@H](NC(=O)Nc1ccccc1C)C(=O)O,2%,.,-1%,.,-19%[9.22 µM],-4%[10 µM],6%,1%
O=C(O)CNS(=O)(=O)c1ccc(-c2ccccc2)cc1,-13%,-12%,2%,-1%,-2%[9.22 µM],-8%,4%,-6%
CN(CC(=O)Nc1nc2ccc(F)cc2s1)S(=O)(=O)c1ccc(Cl)cc1,-9%,-14%,-15%,?,?,13%,10%,-28%
CCN(CC)C(=O)C1CCCN(Cc2cccc(F)c2)C1 (stereo unspecified),-1%,2%,4%,?,4%,-19%,-18%,8%
Cc1cccc(NC(=O)Nc2ccc3c(c2)OCO3)n1,?,.,5%,-6%,-4%,-112%[inhibitor],?,-20%
CC(C)NC(=O)CC(=O)N/N=C\c1ccccc1C(=O)O,-3%,4%,2%,10%,6%[9.22 µM],-1%[10 µM],-4%,1%
C/C(=N/NC(=O)c1ccc2c(c1)OCO2)c1cccc(NC(=O)C(C)(C)C)c1,-16%,19%,-8%,-11%,-5%,-75%[inhibitor],3%,-5%
O=C(NS(=O)(=O)c1ccc2c(c1)OCCO2)c1ccccc1,8%,-9%,-6%,8%,-4%,-2%[0.074 µM],0%,16%
NC(N)=N/N=C/c1cccc(Cl)c1Cl,5%,-8%,-8%,9%,-28%,-43%[inhibitor],4%,-11%
CC(=O)Nc1ccc(C(=O)/C=C/c2ccco2)cc1,?,16%,?,?,12%,-13%[10 µM],?,?
O=C1CCc2cc(S(=O)(=O)NC(Cc3ccccc3)C(=O)NC3CCCCC3)ccc2N1 (stereo unspecified),-3%,8%,3%,-2%,10%,-14%,2%,-13%
O=C(O)c1cc2nc(-c3ccccc3)cc(C(F)(F)F)n2n1,5%,.,-1%,8%,9%,2%,?,-1%

# Shown as tab-separated lines: part of the list above.
Molecule	Tau ThT inhib	SMN2 splice enh	Tau fibril FP	ALDH1A1 inh	HttQ103 aggreg	HTT ATP protect	JMJD2E inh	Tau fluor counter
Cc1cccc(NC(=O)Nc2ccc3c(c2)OCO3)n1	?	.	5%	-6%	-4%	-112%[inhibitor]	?	-20%
C/C(=N/NC(=O)c1ccc2c(c1)OCO2)c1cccc(NC(=O)C(C)(C)C)c1	-16%	19%	-8%	-11%	-5%	-75%[inhibitor]	3%	-5%
CCN(CC)C(=O)C1CCCN(Cc2cccc(F)c2)C1 (stereo unspecified)	-1%	2%	4%	?	4%	-19%	-18%	8%
